EBV gp42 inh – Epstein-Barr virus gp42 inhibitors, primary screen, biochemical, uHTS, fluorescence polarization; Glycoprotein 42 (Epstein-Barr virus (strain AG876)), Q1HVG2; Fluorescence polarization binding assay, mP read-out; inhibition, % (tested at 21.74 µM); 0.42% of 220,000 active; in the data active means inhibition above about 50%
Target sequence (Q1HVG2 whole entry, looked up): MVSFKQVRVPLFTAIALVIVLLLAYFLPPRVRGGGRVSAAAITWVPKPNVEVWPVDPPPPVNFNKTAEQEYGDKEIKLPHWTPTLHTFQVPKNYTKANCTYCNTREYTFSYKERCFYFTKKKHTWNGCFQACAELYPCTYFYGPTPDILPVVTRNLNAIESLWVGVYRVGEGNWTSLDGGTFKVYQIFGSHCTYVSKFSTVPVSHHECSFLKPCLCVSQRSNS
zfTRPN1 agonist – zebrafish TRPN1 channel agonists, primary screen, cell-based, HEK293, calcium fluorescence; AID 1424, 2008; transient receptor potential cation channel N1 (TRPN1/NompC), Danio rerio; HEK293 zebrafish TRPN1-YFP, Fluo-8 calcium fluorescence; 100% = response to 87 µM carbachol; activation, % at 3 µM; 0.18% of 220,000 active;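 active means activation above its plate's cutoff, the mean activation of test wells on that plate plus 3 SD, cut at about 19% in these data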;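 further: 0% = DMSO alone and 100% = 87 µM carbachol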
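Control set: carbachol 87 µM as high control, DMSO as low control; system: HEK293 stable line with zebrafish TRPN1-YFP; read-out: % activation versus carbachol response; detection: intracellular calcium fluorescence with Fluo-8; doses: single test compound dose, 3 µM nominal, 0.3% DMSO; schedule: dye 1 h 37 °C plus 30 min RT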
TRPML3 agonist – human TRPML3 channel agonists, primary screen, cell-based, HEK293 TRPML3-YFP, Fluo-8 calcium fluorescence, 3 µM | 100% = the carbachol control signal | activation, % at 3 µM | AID 1448, 2008 | Mucolipin-3 (Homo sapiens), Q8TDD5 | 0.29% of 220,000 active;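 active means activation above its plate's cutoff, the mean activation of the plate's test wells plus 3 SD, cut at about 12% in these data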;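 further: 0% = DMSO only wells and 100% = carbachol wells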
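Test system – HEK293 line with stable expression of human TRPML3-YFP channel · Control set – carbachol 87 µM final as high control (100%), DMSO as low control (0%) · Signal – Fluo-8 calcium dye fluorescence, ex 470-495, em 515-575 nm · Incubation – 1-h 37 °C dye load, 5-s basal, 120-s post-compound reads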
PPC-1+TRAIL kill – compounds killing PPC-1 cancer cells with TRAIL present, primary screen, TRAIL potentiator project, ATPLite luminescence, uHTS; 0.41% of 220,000 active; cell killing (% activity), % at 4 µM; AID 1443, 2008; PPC-1 cells + TRAIL, ATPLite viability luminescence;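 active means cell killing above 50% in the first pass at 4 µM, then a duplicate retest at 5 µM averaging 50% or more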;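 further: plate controls were cells with TRAIL plus DMSO for no effect and medium-only wells lacking cells for full effect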
TNF death inh – inhibitors of TNF-alpha triggered necroptosis, primary screen, cell-based, Jurkat FADD-/-, single concentration; Jurkat FADD-/- TNF necroptosis rescue, ATP luminescence, 24 h; 0 = TNF only, 100 = no-TNF cells; activation (protection from cell death), % at 10 µM; 0.068% of 220,000 active;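 active means activation, meaning protection from cell death, of at least 50% relative to plate controls; inactive means activation below 50%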;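 further: necroptosis triggered by 40 ng/mL TNF-alpha added together with compound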
Mdm2 ligase inh – MDM2-luciferase reporter signal enhancers, primary screen, MDM2 E3 ligase inhibitor project, cell-based, luminescence, 1536-well | E3 ubiquitin-protein ligase Mdm2 (Homo sapiens), Q00987 | cell-based MDM2 ubiquitination luciferase reporter, 2 h; 0 = plate control, 100 = twice control, blank-subtracted | signal enhancement, % at 5 µM | 0.11% of 210,000 active;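 active means signal enhancement of 30% or more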;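 further: luminescence tracks abundance of the self-degrading MDM2-luciferase fusion protein; higher signal means inhibition of MDM2 E3 ligase activity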
Target sequence (Q00987 whole entry, looked up, the tested form may be a part): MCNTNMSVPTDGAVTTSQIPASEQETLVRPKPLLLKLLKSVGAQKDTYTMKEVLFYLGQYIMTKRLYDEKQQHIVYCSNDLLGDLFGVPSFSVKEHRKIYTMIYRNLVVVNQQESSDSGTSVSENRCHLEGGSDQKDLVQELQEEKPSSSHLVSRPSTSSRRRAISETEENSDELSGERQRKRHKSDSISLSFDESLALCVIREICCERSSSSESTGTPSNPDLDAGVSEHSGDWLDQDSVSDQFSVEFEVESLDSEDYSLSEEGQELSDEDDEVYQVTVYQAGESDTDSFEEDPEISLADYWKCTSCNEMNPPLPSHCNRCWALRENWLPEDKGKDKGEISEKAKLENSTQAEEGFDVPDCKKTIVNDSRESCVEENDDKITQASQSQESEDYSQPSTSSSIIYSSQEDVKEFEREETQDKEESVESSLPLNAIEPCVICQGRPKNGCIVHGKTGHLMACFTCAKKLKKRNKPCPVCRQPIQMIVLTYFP
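system = mammalian cells stably expressing self-ubiquitinating, self-degrading MDM2 E3–luciferase fusion | quantity = 2000 cells per well seeded | incubation = 4 h cell settling then 2 h compound exposure, 37 °C | signal = SteadyLite luminescence, 15 min reagent step | benchmarks = plate control and blank wells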
CHOP inhibitor – inhibitors of CHOP promoter induction, primary screen, cell-based, unfolded protein response, luciferase reporter; CHO-K1 CHOP-promoter luciferase, tunicamycin-induced, 15-18 h; inhibition, % at 10 µM; 3.8% of 220,000 active;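 active means compounds that reduced the stress-induced luciferase reporter signal by more than about 70% of percent inhibition, limit read from the data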;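 further: 0% = tunicamycin plus vehicle and 100% = wells without tunicamycin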
NCF1 inh – p47phox/p22phox peptide binding inhibitors, primary screen, biochemical, uHTS, NADPH oxidase regulatory subunit | 0.53% of 220,000 active | inhibition, % at 24.7 µM | Neutrophil cytosol factor 1 (Homo sapiens), P14598 | fluorescence polarization, 2 h;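 active means inhibition above about 30%, limit read from the data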;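 further: 0% = p47phox with labelled peptide and 100% = labelled peptide alone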
Target sequence (P14598 whole entry, looked up): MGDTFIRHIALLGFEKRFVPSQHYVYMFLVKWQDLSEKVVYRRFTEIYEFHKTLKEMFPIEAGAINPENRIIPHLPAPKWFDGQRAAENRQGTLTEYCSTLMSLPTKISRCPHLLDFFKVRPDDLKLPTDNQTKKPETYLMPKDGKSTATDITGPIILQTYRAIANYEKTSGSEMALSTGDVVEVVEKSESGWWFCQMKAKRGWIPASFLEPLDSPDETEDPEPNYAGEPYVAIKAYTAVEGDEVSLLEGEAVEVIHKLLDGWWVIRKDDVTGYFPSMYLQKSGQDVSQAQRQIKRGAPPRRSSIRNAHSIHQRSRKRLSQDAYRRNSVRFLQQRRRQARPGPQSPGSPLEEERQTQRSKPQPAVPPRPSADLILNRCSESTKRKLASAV
Runt-SMMHC FRET – inhibitors of RUNX1 Runt–CBFb-SMMHC binding, primary screen, biochemical, FRET, Cerulean-Runt, Venus-CBFb-SMMHC, uHTS; Runt-related transcription factor 1 (Homo sapiens) + Core-binding factor subunit beta …; Cerulean-Runt/Venus-CBFb-SMMHC FRET ratio 530/480, 1 h; inhibition, % at 20 µM; 0.74% of 220,000 active; AID 1434, 2008;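 active means mean inhibition across duplicate retests at 20 µM reaching about 50%, limit read from the data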;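 further: 0% = DMSO wells and 100% = wells with excess untagged CBFb-SMMHC; inhibitors lower the FRET ratio by blocking Runt binding to CBFb-SMMHC; some results filed as inactive read as strong as hits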
* marks the source's active call; other numbers are inactive results; . = no result given; [ ] = remark or other dose. This is a random part of the collection. Share with any hit: about 5.9%.

SMILES	EBV gp42 inh	zfTRPN1 agonist	TRPML3 agonist	PPC-1+TRAIL kill	TNF death inh	Mdm2 ligase inh	CHOP inhibitor	NCF1 inh	Runt-SMMHC FRET
CCOC(=O)C1=C(c2ccc(OC)cc2)C(=O)c2ccccc2C1=O	-13	-1.6	-0.4	24	-6.1	-6	102*	-10	0
CC(C)Cn1c(SCC(=O)NC(=O)NC2CCCC2)nc2ccccc21	-13	-1.1	-1.1	-8	-1.0	-19	65	-9	2
Cc1ccc(NC(=O)Nc2ccccc2C#N)c(Cl)c1	-17	0.4	0.4	17	0.7	-13	9	-8	4
Cc1ccc2nsnc2c1S(=O)(=O)N1CCN(CCc2ccccc2)CC1	-14	-0.6	2.5	17	-0.6	1	13	5	-3
Cc1ccc2c(c1)c(N=Nc1cccc(C(=O)O)c1)c(O)n2C	-4	0.2	-0.2	-1	1.4	2	-4	-15	-13
COc1ccc(NC(C)=O)cc1NC(=O)c1ccc2ccccc2c1	-28	-0.7	-0.1	-21	-1.6	8	20	-8	3
CCOCC(=O)Nc1ccccc1C(=O)OCC	-12	-1.4	0.1	4	-1.4	-7	38	6	0
Cc1cc(NCc2ccccc2)nc2ccccc12	3	3.9	3.1	-4	-0.4	-6	18	0	8
O=C1CCCN1CC(O)CS(=O)(=O)c1ccc(Cl)cc1 (centres undefined)	-14	0.2	0.2	12	0.1	-1	-12	7	2
COc1cc2c(cc1OC)CN(CC(=O)NC(=O)NCc1ccco1)CC2	-5	0.1	0.2	24	0.0	-15	-6	-12	4
CCCCC1(C)NC(=S)N2N1C(=S)NC2(C)CCCC (centres undefined)	-18	0.8	0.3	10	-1.0	-13	4	-4	1
O=C(Nc1cnccn1)Nc1ccccc1Cl	-1	1.0	1.0	17	-2.4	-3	42	-1	1
COc1ccc(-c2c(C#N)sc(C(N)=O)c2-c2ccc(OC)cc2)cc1	-7	-1.5	-0.9	26	-0.6	-7	-10	6	-6
CSCCC(NC(=O)c1c(C)oc2c1CCCC2)C(=O)O (centres undefined)	-7	0.5	0.6	49	0.9	-13	12	-6	-2
CCOc1ccccc1NC(=O)CCS(=O)(=O)c1cccc2nonc12	-11	-0.4	-0.3	6	0.4	3	1	-2	2
O=C(CN1CCN(c2ccccn2)CC1)Nc1ccccc1	-13	1.3	0.9	17	-0.3	-11	16	-10	-7
CSc1nnc(-c2cc3ccccc3cc2O)n1C	-1	0.1	0.6	14	-2.9	-12	31	-5	4
S=C(NCc1ccccc1)NN1CCOCC1	1	2.0	0.4	-6	-1.1	-2	2	4	0
CN(C)S(=O)(=O)c1cc(NC(=O)CN2CCOCC2)ccc1Cl	-6	0.1	0.3	5	-0.9	6	8	0	2
OCC1CCCN(C(=S)Nc2ccc(Nc3ccccc3)cc2)C1 (centres undefined)	-15	1.6	1.0	22	1.3	-2	8	0	-1
CCCc1ccc(NS(=O)(=O)c2c(C)oc(C)c2C(=O)OC)cc1	3	-1.0	-0.9	13	0.5	-6	58	-15	1
COC(=O)Cc1[nH]n(-c2nc3ccccc3s2)c(=O)c1C(C)=O	-14	2.0	1.4	37	-0.8	-13	-12	-20	-1
Cc1onc(-c2ccccc2)c1-c1nc2cc(Cl)ccc2c(=O)o1	-7	-1.9	-0.1	-2	-9.4	-4	1	-22	1
CCOC(=O)C(NC(=O)NC1CCCCC1)(c1ccccc1)C(F)(F)F (centres undefined)	-24	0.9	0.3	8	0.1	-23	11	3	-2
COCCCNC(=S)N/N=C/c1ccc(N(C)C)cc1Cl	-6	-2.0	-1.2	18	-1.0	-13	-8	-14	22

Sorted by SMILES length (largest number first): some entries from above
SMILES	EBV gp42 inh	zfTRPN1 agonist	TRPML3 agonist	PPC-1+TRAIL kill	TNF death inh	Mdm2 ligase inh	CHOP inhibitor	NCF1 inh	Runt-SMMHC FRET
COc1cc2c(cc1OC)CN(CC(=O)NC(=O)NCc1ccco1)CC2	-5	0.1	0.2	24	0.0	-15	-6	-12	4
CN(C)S(=O)(=O)c1cc(NC(=O)CN2CCOCC2)ccc1Cl	-6	0.1	0.3	5	-0.9	6	8	0	2
CCCCC1(C)NC(=S)N2N1C(=S)NC2(C)CCCC (centres undefined)	-18	0.8	0.3	10	-1.0	-13	4	-4	1

Later entries.
SMILES	EBV gp42 inh	zfTRPN1 agonist	TRPML3 agonist	PPC-1+TRAIL kill	TNF death inh	Mdm2 ligase inh	CHOP inhibitor	NCF1 inh	Runt-SMMHC FRET
CSc1nc(Oc2ccccc2)c2sccc2n1	2	-2.6	-0.8	-1	-3.7	6	51	1	4
COc1ccccc1NC(=S)NC1CC2CCC1C2 (centres undefined)	-1	-0.1	0.4	13	-3.2	3	12	0	-1
Cc1cc(/C=N/Nc2ncnc(N)c2[N+](=O)[O-])c(C)n1-c1ccccc1	-12	1.2	0.8	86*[5 µM]	-4.9	.	83*	-11	-2
CCOc1cc(C(=O)OCC(=O)NCc2ccco2)cc(OCC)c1OCC	-27	0.1	0.3	18	-3.1	-26	-8	-12	-1
CCNc1ccc(C(=O)N/N=C/c2c(C)nn(-c3ccccc3)c2N2CCCC2)cc1[N+](=O)[O-]	-7	0.5	0.1	2	0.8	.	30	-20	0
COc1ccc(CCNC(=O)CSc2ncnc3c2oc2ccccc23)cc1OC	-19	0.3	1.0	1	-3.5	-12	9	-4	3
CCOC(=O)Cc1nnc(Nc2ccc(C)cc2C)c2ccccc12	-5	-2.4	-0.1	17	-0.6	-7	69	5	0
CCN(CC)CCCNC(=O)CCC(=O)Nc1ccc2nc(N3CCC(C)CC3)cc(C)c2c1	-14	-0.5	0.6	1	1.8	-6	-8	3	-14
O=C(Nc1ccc2c(c1)OCO2)C1CCN(c2ccc(S(=O)(=O)N3CCOCC3)cc2)CC1	-9	0.0	1.4	16	1.3	-4	-18	-3	-3
CC(C)C12CCC(C(=O)O)C(C1)C(=O)O2 (centres undefined)	-10	3.2	0.0	2	-3.4	-12	17	-21	-2
COc1ccccc1N(CC(O)Cn1c(C)nc2ccccc21)S(=O)(=O)c1ccccc1 (centres undefined)	-4	-0.1	0.0	-26	1.0	-3	-20	2	2
O=C(C(c1ccccc1)c1ccccc1)N1CCN(Cc2ccc(Br)cc2)CC1	-12	0.0	0.1	-4	-1.2	-16	81*	-11	-2
O=c1c2ccccc2nc2n1C(CBr)CS2 (centres undefined)	1	1.4	1.3	4	-0.4	-17	-2	-2	0
CCN1CCN(Cc2ccc(NC(=O)c3cc(NC(=O)c4ccno4)cc(OC)c3)cc2C(F)(F)F)CC1	-19	.	.	9	-8.4	8	-9	-15	-1
Cc1nc(-c2ccccc2)sc1C(=O)NN	-7	0.7	1.6	15[5 µM]	0.3	-11	0	1	-1
COc1ccc(OCc2nnc3n2N=C(c2ccc(Br)cc2)CS3)cc1	-18	1.2	0.1	8	-0.4	-8	24	-3	3
COc1ccc(-n2nnc3c(SCc4ccccc4)ncnc32)cc1	-6	0.7	0.9	3	1.1	-19	27	-15	0
O=C(CC1NCCNC1=O)OCCCc1ccccc1 (centres undefined)	-32	1.8	0.8	13	-0.2	-8	-15	5	1
CCOC(=O)c1cnc2c(C)c(C)ccc2c1Nc1ccc(S(=O)(=O)Nc2ncccn2)cc1	2	1.1	0.7	18	0.1	-12	17	-9	14
CCOC(=O)c1ccc(-n2c(CN3CCOCC3)nc3ccc([N+](=O)[O-])cc3c2=O)cc1	-4	0.7	-0.7	-4	0.2	-10	-28	5	0
O=C1OCC2=C1C(c1ccccc1)CC(=O)N2c1ccc(F)cc1 (centres undefined)	-4	-1.3	0.4	24	0.7	-21	0	5	-2
Cc1c(NC(=O)/C(C#N)=C/c2ccc(-c3ccccc3Cl)o2)c(=O)n(-c2ccccc2)n1C	1	-2.9	-0.7	13	-5.4	-10	46	4	2
CCCOC(=O)C1=C(C)NC2=C(C(=O)CC(C)(C)C2)C1c1cccnc1 (centres undefined)	-8	-1.1	0.4	14	0.1	7	17	-7	127*
NC1=NC(=O)C(Cc2ccccc2)S1 (centres undefined)	-17	0.9	0.1	.	1.1	-2	-2	-9	.
Cn1nc(CC(=O)Nc2ncc(Br)s2)c2ccccc2c1=O	-15	6.2	1.9	-7	-0.7	-7	42	-7	2
SMILES	EBV gp42 inh	zfTRPN1 agonist	TRPML3 agonist	PPC-1+TRAIL kill	TNF death inh	Mdm2 ligase inh	CHOP inhibitor	NCF1 inh	Runt-SMMHC FRET
CNC(=O)c1sc(-c2ccccn2)nc1C	-7	-0.5	0.8	12	0.0	-19	19	-2	-3
FC(F)(F)c1nc(Sc2ncccc2C(F)(F)F)n[nH]1	-9	2.1	0.3	16	-0.1	2	4	-8	2
CCCOc1ccc(C2C(C(=O)c3ccc(C)o3)=C(O)C(=O)N2Cc2cccnc2)cc1 (centres undefined)	-25	-0.3	0.2	4	-0.6	1	20	-20	6
NC(=O)NOCc1ccccc1F	5	0.7	0.5	6	1.3	-23	16	-4	-1
Cc1ccc(OCC(=O)N2CC3(C)CC2CC(C)(C)C3)cc1 (centres undefined)	-20	-1.8	0.4	-4	0.4	1	7	-5	1
Cc1ccc2nc(Cl)c(/C=N/Nc3ccc(C(=O)O)cc3)cc2c1	15	-0.2	0.3	87*[5 µM]	-2.0	-47	23	-29	-65
CCOc1ccc(Cl)cc1/C=N/NC(N)=O	-10	-3.2	-1.3	18	-0.7	-14	5	-9	-3
CC(C)(C)CC(=O)Nc1cc(S(=O)(=O)N2CCOCC2)ccc1N1CCCC1	-30	0.2	0.1	2	0.4	-60	2	0	1
CC(Oc1ccc(Cl)cc1)/C(N)=N/O (centres undefined)	-3	1.1	-0.1	12	1.0	-11	6	1	0
c1ccc(-c2oc3ncnc(NCCN4CCOCC4)c3c2-c2ccccc2)cc1	14	-1.0	4.1	9	-3.0	-12	48	-15	-2
Cc1ccc(NNC(=O)C(=O)N2CCCCC2)cc1	3	-0.5	0.5	23	2.2	-6	-32	-6	2
COc1ccc(-n2c(C)nc3sc4c(c3c2=O)CCC4)cc1	-15	-0.1	1.1	-4	93*	3	22	-10	-8
CCN(CC)CCC(c1cc(OC)c(OC)c(OC)c1)c1c(OC)cc(OC)c2c(-c3ccccc3)cc(=O)oc12 (centres undefined)	-15	.	.	10	-17	11	-38	-4	1
